# AddAB inh: less growth of phage-infected E. coli with AddAB; E. coli expressing H. pylori AddAB, absorbance growth; inhibition, % at 11.9 µM; hit rate 0.29% among 330,000; AID 435030; in the data active means inhibition above about 12%;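 further: 0% = vehicle wells of infected cells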
# E coli growth: bacterial growth inhibition, counter-screen for AddAB inhibitors; E. coli V3065 growth, OD600 absorbance, 18 h; inhibition, % at 11.9 µM; hit rate 0.27% among 330,000;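 active means inhibition above the campaign's mean inhibition across all tested compounds plus 3 SD, cut at about 9.9% in these data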;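 further: uninfected addAB+ strain grown without phage in ampicillin broth; 0% = DMSO wells and 100% = ciprofloxacin 0.95 µg/ml wells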
# Pemphigus Ab inh: human desmoglein-3 autoantibody binding inhibition; P32926; DSG3-coupled beads, scFv-anti-DSG3-GFP binding, flow cytometry; stronger effect = lower value; binding (percent of control), % at 10 µM; hit rate 0.48% among 310,000;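 active means binding more than 3 SD below its plate's average and above zero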;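 further: hits lower antibody fragment binding to DSG3; some compounds called inactive have numbers as strong as hits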
# OPRM1-OPRD1 ag: OPRM1-OPRD1 heterodimerization agonism; P35372+P41143; hit rate 0.3% among 340,000; AID 504326; cells, luminescence; activation, % at 9.3 µM; in the data active means activation above about 18%;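 further: 0% = vehicle-treated cells and 100% = reference agonist; values of inactives mirror those of a sister screen read the other way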
# PfHsp90 set2: reduces growth (ATP signal) of yeast expressing P. falciparum Hsp90; S. cerevisiae expressing PfHsp90, BacTiter-Glo ATP, 48 h; yeast lacking PDR1 and PDR3 efflux regulators; inhibition, % at 9.4 µM; hit rate 0.32% among 310,000;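 active means every replicate shows inhibition above about 80%, whatever the replicate mean, limit read from the data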;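 further: 0% = DMSO neutral controls and 100% = 20 µM radicicol positive controls; yeast relying on Plasmodium falciparum Hsp90 in place of its own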
# HTR5A inv ctr: counter-screen for OPRM1-OPRD1 inverse agonists: human HTR5A inverse agonism; P47898; HTR5A cell line, luminescence; inhibition, % at 9.3 µM; hit rate 0.083% among 340,000; AID 504634; in the data active means inhibition mostly above about 23%, no sharp cut-off; inactive means mostly below about 18%;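 further: 0% = cells with DMSO and 100% = no-cell wells with DMSO; some compounds called inactive have numbers as strong as hits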
# Target sequence (P47898 whole entry, looked up): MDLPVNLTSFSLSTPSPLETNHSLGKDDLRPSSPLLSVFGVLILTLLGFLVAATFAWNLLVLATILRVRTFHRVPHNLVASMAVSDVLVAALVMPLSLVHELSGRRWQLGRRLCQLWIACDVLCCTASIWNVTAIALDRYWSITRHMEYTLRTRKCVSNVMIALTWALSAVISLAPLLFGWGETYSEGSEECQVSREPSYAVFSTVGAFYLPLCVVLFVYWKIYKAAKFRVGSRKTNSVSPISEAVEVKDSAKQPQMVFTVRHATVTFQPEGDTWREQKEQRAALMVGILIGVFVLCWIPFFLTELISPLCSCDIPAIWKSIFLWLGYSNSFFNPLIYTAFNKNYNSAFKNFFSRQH
# Mot1-301 SUMO: blocks SUMOylation pathway, rescuing yeast Mot1-301 growth; growth rescue, % at 18.8 µM; hit rate 1% among 320,000; S. cerevisiae Mot1-301 growth rescue, ATP luminescence, 38.5C; percent above DMSO median, 100 means doubled;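 active means every valid replicate shows activation above 250% relative to neutral control wells; inactive means the rest, any valid replicate at or below 250%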;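 further: OY570 slx delta 5 strain wells were the positive control but not used for scaling; some compounds called inactive have numbers as strong as hits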
# MOR-DOR inv ag: inverse agonists of human mu-delta opioid receptor heterodimerization. cell-based MOR-DOR heterodimer luminescence, inverse agonism. inhibition, % at 9.3 µM. hit rate 0.21% among 340,000. AID 504357; in the data active means inhibition above about 22%, passing the limit was not always enough;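 further: 0% = cells with DMSO and 100% = wells without cells with DMSO; values of inactives mirror those of a sister screen read the other way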
# phage Ecoli inh: E. coli growth loss with phage present; hit rate 0.26% among 360,000; inhibition, % at 11.9 µM; AID 651602; growth absorbance; in the data active means inhibition above about 11%
# HTR5A ag: counter-screen for OPRM1-OPRD1 agonists: human HTR5A agonism. P47898. hit rate 0.61% among 340,000. activation, % at 9.3 µM. HTR5A agonist assay, luminescence, cell-based; in the data active means activation mostly above about 9.5%, no sharp cut-off; inactive means mostly below about 7.6%;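 further: 0% = cells with vehicle only and 100% = reference agonist; strong numbers were not always called active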
# PKA-R1A act: activators of PKA-R1A complex; P00514+P68181; activation, % at 11.4 µM; AID 504707; hit rate 0.083% among 340,000; PKA-R1A dissociation, Cy5-IP20 fluorescence polarization; scaled: DMSO 0%, 113 µM cGMP 100%;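 active means percent activation above the mean of all tested compounds plus 3 SD, cut at about 19% in these data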;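 further: higher means more PKAc released from R1A so a rise in polarization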
# Active calls of the source: *; / = not tested or not shown. No enrichment for hits, and some 3.2% of all compounds hit somewhere here.
no.	SMILES	AddAB inh	E coli growth	Pemphigus Ab inh	OPRM1-OPRD1 ag	PfHsp90 set2	HTR5A inv ctr	Mot1-301 SUMO	MOR-DOR inv ag	phage Ecoli inh	HTR5A ag	PKA-R1A act
1	CCN(C(=O)COC(=O)c1ccccc1Nc1cccc(C)c1C)C1CCS(=O)(=O)C1 (stereo unspecified)	1.9	-1.4	92.7	0.0	-79.1	10.9	0.2	-0.2	2.2	5.5	-4.2
2	CN(C)C(=O)CSc1ncnc2scc(-c3ccccc3)c12	1.0	0.0	101.2	-2.5	10.1	-10.2	7.8	13.1	1.2	3.8	-2.9
3	C/C(=N\NC(=O)c1c(Cl)cnn1C)c1cccc(NC(=O)C(C)C)c1	1.3	-0.4	99.9	1.0	-10.0	-2.6	-7.3	-6.1	1.7	1.0	2.3
4	Cc1ccccc1OC(C)C(=O)N1CCC(Cc2ccccc2)CC1 (stereo unspecified)	0.8	-0.7	/	9.2	-27.5	-28.2	301.0	-52.3	1.9	7.7	0.5
5	Cn1[nH]cc(C=NC(N)=O)c1=O	/	/	/	-0.6	-4.6	-0.4	/	3.1	3.6	0.1	3.0
6	O=C(O)CCC(NS(=O)(=O)c1ccc(N2CCCC2=O)cc1)C(=O)O (stereo unspecified)	2.5	1.4	95.5	-0.9	-25.0	-0.9	7.0	5.2	0.9	-0.2	5.2
7	O=S(=O)(NCCCO)c1ccc2c(c1)Cc1cc(S(=O)(=O)NCCCO)ccc1-2	2.8	2.8	106.9	-2.4	19.4	-0.9	-23.9	12.6	2.6	0.2	-2.3
8	CCCCCCOC(=O)Cc1c(C)nc(N)[nH]c1=O	0.6	0.4	96.9	-3.2	17.8	-29.2	259.4	17.3	4.2	2.6	-0.4
9	Cc1ccc(C(=O)N2CCCCC2C(=O)O)cc1S(=O)(=O)N1CCCCC1 (stereo unspecified)	2.4	2.7	95.8	-1.6	/	6.4	-7.4	8.0	4.2	-1.7	8.8
10	COc1ccc(CCNC(=O)C2CCC(=O)N2Cc2ccccc2Cl)cc1OC (stereo unspecified)	0.6	0.9	97.0	-2.4	-2.5	-4.1	-11.8	13.9	-0.1	1.1	2.2
11	Cc1occc1C(=O)NNC(=O)C(c1ccccc1)c1ccccc1	0.3	1.1	101.0	0.1	-7.7	3.2	-26.0	-0.8	4.1	-5.0	-10.6
12	CCOc1ccc(Nc2nc3ccccc3n2C)cc1	3.0	-1.4	/	-3.1	-20.3	-14.2	2.4	15.6	4.2	5.5	2.1
13	O=C(COC(=O)/C=C/c1ccc(OC(F)F)cc1)NC1CCCCCCC1	1.7	0.2	92.6	-0.5	/	-1.6	-7.1	2.9	3.6	3.0	-6.5
14	O=C(Nc1ccccc1)NC(Cc1ccc(O)cc1)C(=O)O (stereo unspecified)	0.0	2.7	92.9	-0.9	0.5	-16.3	11.7	4.4	2.4	1.0	2.2
15	COc1cccc(/C=N\n2c(C)nnc2C)c1OC	-2.6	0.1	104.8	-2.3	-4.3	-37.9	-3.1	13.2	-0.7	-1.8	-15.4
16	COc1ccc(-c2noc(CSc3nc4ccccc4c(=O)n3-c3ccccc3)n2)cc1OC	-0.9	1.0	108.5	-2.0	2.8	-47.1	1.7	11.9	4.8	-0.6	-6.0
17	Cc1ccnc(NC(=O)CCC(=O)N(CC(=O)NCC2CCCO2)Cc2ccc(F)cc2)c1 (stereo unspecified)	1.9	0.5	/	-3.7	12.6	4.4	7.1	15.6	2.1	-1.8	-11.8
18	O=C(NCCCN1CCOCC1)c1onc(CSc2ccc(F)c(F)c2)c1C(=O)NCCCN1CCOCC1	-1.3	-3.3	101.5	-1.7	-38.7	-23.5	-7.7	10.0	2.0	8.8	-10.9
19	CCC1(c2ccc(Cl)cc2)NC(=S)N(c2ccc(C)cc2)N1 (stereo unspecified)	-0.2	1.3	117.0	0.7	-17.5	0.7	178.5	-4.4	-0.4	8.4	-8.5
20	CCn1cc(S(=O)(=O)CC(=O)NC2CCCCC2)c2ccccc21	0.9	-1.6	103.3	-3.1	-10.1	-26.9	29.9	17.3	2.2	5.7	1.6
21	O=C(CCC(=O)NNC(=O)Nc1cccc(Cl)c1)NCc1ccccc1	0.7	-1.4	106.3	-1.3	-24.8	29.4	/	6.2	-0.2	0.1	2.8
22	CC1(C)Cc2c(c(-c3ccco3)nc3sc4c(NCCN5CCOCC5)ncnc4c23)CO1	1.6	-1.8	102.3	0.0	7.2	4.6	/	0.2	2.6	-0.1	2.9
23	c1cncc(-c2nn3c(Cn4nnc5ccccc54)nnc3s2)c1	-2.1	-4.0	101.5	-0.5	8.0	-20.5	6.0	2.8	1.8	-5.9	-9.2
24	CSc1nncn1/N=C/c1cc(Cl)ccc1F	2.4	-2.7	/	-1.9	/	-7.6	-16.5	10.4	2.2	4.2	-11.2
25	Cn1c(=O)n(CCO)c(=O)c2c1nc(Br)n2Cc1ccccc1	/	/	97.6	-5.4	-2.9	-0.3	-9.1	25.2	2.2	0.1	2.5
26	COc1cccc2[nH]c3ccccc3c(=O)c12	3.8	6.4	103.1	0.6	12.0	2.9	-27.9	-2.7	/	-0.8	-0.3
27	CC(NC(=O)c1ccncc1)C(C)(C)C (stereo unspecified)	1.3	1.5	87.8	-0.7	5.8	-5.9	1.6	3.8	1.1	-0.4	11.1
28	Cc1c(NCc2ccncc2)cccc1C(=O)O	3.2	-0.7	99.2	-2.7	-1.2	2.1	-5.7	12.5	2.5	-0.6	1.1
29	O=C(Nc1ccc(OC(F)F)cc1)c1cc(S(=O)(=O)N2CCOCC2)ccc1N1CCCC1	/	/	101.9	-3.4	18.4	5.1	/	13.1	2.2	-2.0	5.2
30	O=C(c1ccco1)N1CCCC(c2nc3c(nnn3Cc3ccc(Cl)cc3Cl)c(=O)[nH]2)C1 (stereo unspecified)	3.3	1.4	111.1	-1.4	1.3	2.2	-14.7	7.7	0.1	-0.8	-1.6
31	Cc1c(NC(=O)CN2CCN(c3ccccc3)CC2)c(=O)n(-c2ccccc2)n1C	-2.7	-4.9	102.7	-1.4	-18.2	12.8	27.1	7.4	1.4	-4.5	-10.7
32	COc1ccc(Br)cc1/C=N/NC(=O)c1cccc(S(=O)(=O)N2CCOCC2)c1	5.1	1.1	103.7	0.5	-6.0	-11.4	-5.5	-2.6	0.8	4.1	1.0
33	O=C(Nc1ccc2sccc2c1)c1ccc(Cl)s1	3.7	-3.0	92.8	6.8	3.2	-13.9	151.4	-34.2	3.0	4.7	5.7
34	COCCNC(=O)c1cc2sc3ccccc3c2s1	2.8	0.7	99.2	-2.8	/	-7.0	-1.4	16.1	3.5	0.0	5.1
35	CC(=O)c1ccc(NS(=O)(=O)c2cc3c(cc2C)N(C(C)=O)CCO3)cc1	2.1	1.4	99.0	0.0	-111.1	-10.3	10.2	0.2	4.4	-2.0	2.5
36	Nc1ccc(C(=O)N2CCCC2)cc1	1.4	-0.8	/	-0.7	/	-16.9	-5.0	4.2	3.4	6.4	-7.5
37	Cc1ccc(Nc2ncc3c(=O)[nH][nH]c(=O)c3n2)cc1	/	/	/	-3.5	-4.7	-4.8	/	17.2	0.8	1.2	-11.0
38	Cc1cc(OCC(=O)NNC(=O)CCc2ccccc2)ccc1Br	-0.2	-2.6	98.2	-2.0	-20.2	1.2	-2.3	12.7	0.1	-1.9	-1.2
39	O=C(O)CN1C(=O)SC(Nc2ccc(Cl)cc2)C1=O (stereo unspecified)	-0.2	1.2	101.3	-1.9	20.7	29.1	16.5	10.5	3.2	-11.4	-0.9
40	CCSCCNC(=O)c1cncc(Br)c1	-2.0	-2.3	102.6	-2.0	-4.1	-6.9	-19.1	11.9	1.9	0.8	-6.9
41	O=C(CCNC(=O)c1ccccc1Cl)Nc1cc(C(F)(F)F)ccc1Cl	0.5	-3.4	96.4	-0.8	-38.6	16.2	18.0	4.8	4.2	3.3	-14.3
42	c1ccc(N2CCN(Cc3ccsc3)CC2)nc1	2.1	0.8	99.1	-4.2	29.0	-39.8	-11.8	18.5	2.6	14.5	-9.4
43	COc1cccc(C(=O)COc2cccc(NC(=O)c3ccco3)c2)c1	4.0	0.8	100.6	0.5	-12.1	4.2	-34.9	-2.3	-0.6	-1.6	-2.7
44	C=CCNc1nc(C)c(C(C)=O)cc1C#N	2.0	-0.9	101.4	-3.5	/	21.0	-6.5	17.3	2.7	-9.5	-9.0
45	CC(=NNC(=O)c1ccncc1)c1cccc(Br)c1	/	/	120.2	-3.0	-16.1	-5.7	/	15.5	1.2	1.4	0.0
46	COCCNC(=O)c1cc(-c2ccc(Cl)c(Cl)c2)on1	0.2	-2.5	110.5	1.4	7.3	6.5	26.6	-8.2	3.6	1.4	-4.0
47	Cc1cccc(NCc2ccccc2OCc2ccccc2F)c1	-1.3	-2.4	111.8	2.8	5.1	1.8	-0.5	-14.3	1.5	-3.5	-0.5
48	COc1ccc(OC)c(-c2c(C#N)c(N)nc3c2c(=O)nc2sccn23)c1	2.2	-1.4	107.9	12.3	9.8	-19.8	6.5	-64.5	1.1	7.2	2.4
49	Cc1ccc(OCC(=O)Nc2cc(S(=O)(=O)N3CCCCC3)ccc2C)c([N+](=O)[O-])n1	1.6	-1.7	98.2	1.5	9.9	-2.0	2.5	-8.0	1.0	4.3	-0.2
50	CC(C)c1nccn1S(=O)(=O)c1cc(Cl)ccc1Cl	-1.5	0.1	98.4	-0.8	-9.5	25.0	1.0	4.4	1.8	-5.1	-6.3
51	CCOC(=O)CCC(NC(=O)CCCCCCCCC(=O)NC(CCC(=O)OCC)C(=O)OCC)C(=O)OCC (stereo unspecified)	4.3	2.3	95.2	0.3	11.9	-2.4	2.8	-1.7	2.0	2.6	5.2
52	O=C(NCc1nnc2c3ccccc3c(-c3ccccc3)nn12)c1ccccc1Cl	0.8	-1.1	84.9	-1.2	-4.0	-2.3	-4.1	7.9	5.5	0.9	-4.3
53	CCOc1ccc2[nH]c3ncccc3c(=O)c2c1	2.7	-1.2	96.0	-1.6	16.6	-4.6	199.6	8.4	1.9	1.2	-5.4
54	Cc1[nH][nH]c(=O)c1C=NCc1cccs1	-2.3	-2.0	83.4	0.0	/	-16.6	-12.3	0.2	4.2	6.0	0.5
55	CCN1CCc2c(C#N)c(N3CCOCC3)nc(N3CCOCC3)c2C1	3.0	0.4	113.8	-1.4	-45.9	-16.2	-7.7	6.5	1.8	-1.4	-7.1
56	O=C(c1cccc(NS(=O)(=O)c2ccc(F)c(F)c2)c1)N1CCN(C(c2ccccc2)c2ccccc2)CC1	3.5	0.7	92.8	6.8	-7.9	8.1	1.0	-35.0	4.4	-2.2	1.0

# Screening data deposited in PubChem BioAssay by several laboratories.
